Source: PubChem
RGS4 inh = blocks human RGS4-accelerated GTP hydrolysis. AID 504845. P49798. Transcreener GDP fluorescence polarization, RGS4-accelerated GTP hydrolysis. Potency, µM (top dose mostly 114 µM), without a hit: at the highest dose activity change, negative = inhibition, usual class: inhibitors. actives 0.039% (n = 390,000); further: potency means the concentration at half of the fitted maximal effect; on the % scale 0 is the no-effect control and ±100 the full control effect; nearly all actives have a fitted effect of over 75% in size; some results filed as inactive show a strong effect at the top dose
Target sequence (P49798 whole entry, looked up): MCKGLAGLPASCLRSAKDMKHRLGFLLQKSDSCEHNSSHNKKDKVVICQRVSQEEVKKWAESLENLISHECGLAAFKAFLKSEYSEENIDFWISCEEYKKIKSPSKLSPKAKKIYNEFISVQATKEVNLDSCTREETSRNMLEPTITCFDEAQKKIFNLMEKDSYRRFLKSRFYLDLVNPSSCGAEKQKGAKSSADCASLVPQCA
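MLSMR compounds (23 nl, pin-transferred) preincubated 10 min at room temperature with a 500nM (2x) first reagent, then RGS4 at 900nM (2x) plus Transcreener GDP mix added; fluorescence polarization (620/688 nm) read before and after 90 min at 30 °C.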
Pol beta inh = blocks human DNA polymerase beta activity. P06746. Pol beta primer extension/strand displacement, fluorescence kinetic. Potency, µM (highest dose often 114 µM), for the others: top-dose activity change, negative = inhibition, most hits filed as inhibitors. actives 1.3% (n = 340,000); further: potency means the concentration at half of the fitted maximal effect; on the % scale 0 is the no-effect control and ±100 the full control effect
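Pol beta (10 nM) and compounds were preincubated 15 min at room temperature, then 50 nM substrate (final) started primer extension/strand displacement. Reads were taken at 0 and 10 min; concentration-response data were fitted to a four-parameter Hill equation.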
LDHA inh = blocks human lactate dehydrogenase A; purified LDHA, NADH/diaphorase-resazurin fluorescence; active compounds read low; activity change, % (values are at about 110 or 230 µM); actives 0.15% (n = 480,000); AID 1347041; in the data active means activity change below about -30%; inconclusive means mostly about -25% to -30%;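 further: plate controls were DMSO wells for no effect and wells without enzyme for full effect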
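LDH5 2 nM; NADH 0.06 mM, pyruvate 0.2 mM; 200 mM Tris pH 7.4, EDTA, Tween-20; 5 min RT. Detection: diaphorase 0.133 mg/mL + resazurin 37 µM, fluorescence ex540/em590 at 0 and 20 min; normalized to enzyme-free and DMSO wells.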
APEX1 inh = APE1 (human) endonuclease inhibition | P27695 | Potency, µM (highest dose often 65.8 µM), inactives show top-dose activity change, negative = inhibition, actives largely listed as inhibitors | actives 0.35% (n = 350,000) | recombinant APE1, TAMRA/BHQ-2 abasic DNA cleavage fluorescence;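 further: potency means the concentration at half of the fitted maximal effect; plate controls were vehicle for no effect and reference inhibitor for full effect; nearly all actives have a fitted effect of over 55% in size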
Target sequence (P27695 whole entry, looked up): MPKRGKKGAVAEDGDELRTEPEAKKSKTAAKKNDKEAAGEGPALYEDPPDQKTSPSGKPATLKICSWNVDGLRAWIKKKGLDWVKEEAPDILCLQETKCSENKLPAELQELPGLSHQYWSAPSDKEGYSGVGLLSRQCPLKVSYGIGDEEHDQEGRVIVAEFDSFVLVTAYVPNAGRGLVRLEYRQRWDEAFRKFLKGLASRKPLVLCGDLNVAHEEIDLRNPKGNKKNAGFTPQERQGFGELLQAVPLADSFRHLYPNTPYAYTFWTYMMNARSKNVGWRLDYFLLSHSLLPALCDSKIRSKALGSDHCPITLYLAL
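Measures dequenching upon AP-site incision of a 5'-TAMRA/3'-BHQ-2 THF-containing duplex, 50 nM; human APE1 0.75 nM after 15 min room-temperature exposure to compound; kinetic three-point read at one-minute spacing.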
ERG Ets-DNA blk = ERG Ets/DNA interaction inhibition | P11308 | fluorescence polarization, His-ERG Ets domain / labelled DNA | Potency, µM (series often up to 76.9 µM), inactives show top-dose FP activity, negative = inhibition, hits mostly inhibitors | actives 0.028% (n = 370,000) | AID 624246; active means well fitted inhibition curve with a large enough effect in the polarisation, with a control signal flat; inconclusive means small, poorly fitted or top-dose-only effect, or effect the other way, or a change in a side signal; inactive means no such curve, though single readings can be large or run the other way; the % refers to the polarisation;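 further: polarization taken with two DNA probes labelled with fluorescein and Texas red; potency means the concentration at half of the fitted maximal effect; % of control where 0% means no effect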
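His-tagged ERG Ets domain (1 uM in the protein solution; 300mM KCl, 50mM Tris-HCl, 1mM EDTA, 1mM DTT, pH 7.5) received compound, then a probe mix of 5 nM fluorescein-DNA and 100nM Texas-615-DNA. Fluorescence polarization was read for both dyes.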
Pol kappa inh = DNA polymerase kappa (human) inhibition | Q9UBT6 | purified Pol kappa, fluorescent DNA synthesis assay, 10 min | Potency, µM (doses to about 107 µM), without a hit: top-dose activity, negative = inhibition, most hits filed as inhibitors | actives 0.53% (n = 400,000); further: potency means the concentration at half of the fitted maximal effect; on the % scale 0 is the no-effect control and ±100 the full control effect
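Activity was followed as the change in fluorescence between reads at 0 and 10 min after starting the reaction with 50 nM substrate. Beforehand, 10 nM polymerase had been preincubated with compound for 15 min at room temperature.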
Apoferritin bind = candidate novel general anesthetic via apoferritin binding; apoferritin/1-aminoanthracene competitive binding, fluorescence; P02791; AID 485281; Potency, µM (titrated, usually from 77.5 µM), inactives show at the highest dose activity change, negative = displacement, most hits filed as inhibitors; actives 0.074% (n = 350,000); further: potency means the concentration at half of the fitted maximal effect; on the % scale 0 is the no-effect control and ±100 the full control effect; nearly all actives have a fitted effect of over 20% in size
Target sequence (P02791 2-175 limits assumed): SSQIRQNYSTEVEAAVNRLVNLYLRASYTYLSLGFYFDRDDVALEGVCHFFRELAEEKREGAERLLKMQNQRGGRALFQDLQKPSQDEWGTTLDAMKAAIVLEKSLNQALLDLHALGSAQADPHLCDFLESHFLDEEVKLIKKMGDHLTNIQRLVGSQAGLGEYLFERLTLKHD
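Horse-spleen apoferritin (10 uM) was mixed with 50% saturated 1-aminoanthracene in PBS, exposed to compounds for 10 min at room temperature, and read for fluorescence (ex 380 nm, em 535 nm). Competitive displacement was fitted with a four-parameter Hill equation.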
Pol eta inh = DNA polymerase eta (human) inhibition; recombinant Pol eta, fluorescent DNA replication assay; Potency, µM (doses to about 114 µM), without a hit: at the highest dose activity change, negative = inhibition, usual class: inhibitors; actives 1.2% (n = 390,000); Q9Y253; further: potency means the concentration at half of the fitted maximal effect; on the % scale 0 is the no-effect control and ±100 the full control effect
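Pol eta (10 nM) was preincubated with compounds for 15 min at room temperature, after which fluorescent replication substrate (50 nM final) was added to start the reaction. Fluorescence was read kinetically at 0 and 10 min.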
12-LOX inh = blocks human arachidonate 12S-lipoxygenase | P18054 | purified 12hLO, xylenol orange hydroperoxide absorbance | Potency, µM (top dose mostly 108 µM), without a hit: at the top dose activity change, negative = inhibition, hits mostly inhibitors | actives 1.1% (n = 580,000) | AID 1671190; further: potency means the concentration at half of the fitted maximal effect; on the % scale 0 is the no-effect control and ±100 the full control effect
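Purified human 12hLO (150 nM final) in 25 mM Hepes, 0.01% Triton X-100, pH 7.0 was preincubated 15 min at room temperature with compound. Then 40 uM arachidonic acid was added, 30 min. Hydroperoxide was read by Fe-XO absorbance ratio 573/405 nm.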
An asterisk follows results filed as active; ? = inconclusive; · = no result given; [ ] = another dose, or the depositor's remark. Unless noted, the call rests on the fitted dose curve; in most records, active means well fitted curve in the direction sought with a large enough effect; inconclusive means small, poorly fitted or top-dose-only effect, or another doubt; inactive means no such curve, though single readings can be large; an effect the other way counts as inactive or inconclusive. Some of the compounds tested; rates above refer to the full screens.

nr	smiles	RGS4 inh	Pol beta inh	LDHA inh	APEX1 inh	ERG Ets-DNA blk	Pol kappa inh	Apoferritin bind	Pol eta inh	12-LOX inh
1	CCc1n(CC(O)COCC2CC=CCC2)c2ccccc2[n+]1C (centres undefined)	-17%	22%	-10	3%	-14%	-2%	-6%	-18%	40%[activator]
2	COCCN1CCN(C(=O)c2cc(COc3ccc(F)c(F)c3)on2)CC1	5%	4%	-5	-2%	4%	-20%	-3%	-6%	-24%
3	O=C(N/N=C/c1ccccn1)c1cccc(S(=O)(=O)Nc2ccccc2Cl)c1	13%	0%	5	1%	-6%	-6%	-8%	-9%	2%
4	COC(=O)C1=C(C)NC(C)=C(C(=O)OCCSc2ccccc2)[C@@H]1C	-73%[56.9 µM]	·	·	5%	·	-10%[19.4 µM]	·	·	60%[activator]
5	COCCOC(=O)C1=C(C)NC(=O)NC1c1c(Cl)nc2ccccn2c1=O (centres undefined)	3%	-1%	-6	2%	-5%	-9%	5%	-14%	3%
6	CC(C)c1ccc(/C=C/C(=O)N2CCc3ccccc3C2)cc1	-4%	-13%	-5	?	·	-2%	-1%	-2%	?
7	CCCCOC(=O)c1cc(-c2ccc(/C=N/n3cnnc3)o2)ccc1Cl	-49%	·	-10	·	8%	-5%	·	3%	-5%
8	COc1ccc(CCNC(=O)c2ccc3c(c2)CCN3S(C)(=O)=O)cc1	-11%	28%	0	·	3%	-13%	0%	-8%	-16%
9	Cc1cccn2c(=O)c(/C=C3\SC(=S)N(CC(C)C)C3=O)c(NCCCOC(C)C)nc12	1%	7%	1	-7%	9%	6%	-10%	1%	·
10	Cc1nn(-c2ccccc2)c(C)c1/C=N/NC(=O)c1cc(-c2cccc3ccccc23)n[nH]1	-2%	4%	-4	1%	-4%	-7%	-8%	-19%	-5%
11	O=C(CSc1ncn[nH]1)N1CCCCC1	-46%	24%	-2	15%	6%	6%	-1%	-15%	-8%
12	CCCc1c(O)nc(SCC(=O)NCc2ccco2)[nH]c1=O	-11%	-7%	-2	-5%	-1%	-24%	-2%	-17%	1%
13	COc1cc2c(=O)n(Cc3ccco3)c(=O)n(CC(=O)Nc3ccc(F)cc3)c2cc1OC	-6%	11%	-14	·	0%	-16%	-10%	-9%	-13%
14	O=C(CSc1ccccc1)NCC1(N2CCOCC2)CCCCC1	-4%	·	-3	17%	-3%	-1%	·	-2%	-1%
15	COc1ccc(CCNC(=O)COC(=O)c2ccc(F)c(S(=O)(=O)N3CCOCC3)c2)cc1	3%	·	-11	11%	5%	-7%	·	-1%	-8%
16	COc1ccc(/C=C/C(=O)Nc2cc(C(F)(F)F)ccc2Cl)cc1OC	-13%	2%	1	0%	-4%	2%	-5%	?	-22%
17	CSc1nc(N2CCOCC2)cc(N2CCOCC2)n1	10%	29%	-9	-1%	-3%	-7%	-1%	-5%	6%
18	CC(C)Cc1nc2sc3c(=O)[nH]cnc3c2c2c1CCC2	-5%	25%	-3	-1%	-6%	-2%	-4%	-12%	2%
19	O=C(NCc1ccc2c(c1)OCO2)Nc1ccc2ccccc2c1	21%	12%	-3	15%	13%	-20%	0%	4%	-10%
20	COc1ccc(-c2cn3nc(N4CCCC(C(=O)Nc5ccccc5OC)C4)sc3n2)cc1 (centres undefined)	-11%	3%	-1	·	2%	-2%	54%[activator]	-20%	-10%

More compounds:
nr	smiles	RGS4 inh	Pol beta inh	LDHA inh	APEX1 inh	ERG Ets-DNA blk	Pol kappa inh	Apoferritin bind	Pol eta inh	12-LOX inh
21	COc1ccc(CNC(=O)C2CC=CCC2C(=O)O)cc1OC (centres undefined)	17%	-1%	-2	-8%	-7%	-8%	8%	-15%	0%
22	COc1cc(/C=C2\SC(N)=NC2=O)cc(Br)c1O	-18%	?	1	40%	88%[activator]	-40%	-2%	0%	-16%
23	Cc1ccc(OCC(=O)NC(=S)Nc2ccccn2)c(Br)c1	-18%	17%	0	8%	-11%	2%	-14%	-11%	6%
24	COc1cc2c(c3oc(=O)cc(CC(=O)O)c13)CCC(C)(C)O2	18%	?	-1	-20%	-1%	-11%	-5%	-14%	?
25	CN(Cc1ccc(F)cc1)C(=O)c1ccc(NC(=O)CC2SC(N3CCCC3)=NC2=O)cc1 (centres undefined)	17%	·	-5	-3%	-3%	-22%	·	-3%	?
26	Cc1ccc(-c2csc(C(C#N)=C3CCCC3)n2)cc1	46%	8%	-4	8%	0%	-9%	-7%	-5%	379%[activator]
27	CC1=C(CC(=O)NCC(=O)NCC(=O)O)c2cc(F)ccc2/C1=C/c1ccc(S(C)=O)cc1 (centres undefined)	-1%	25%	23	2%	-5%	-17%	-1%	6%	?
28	CC(C(=O)Nc1cccc(C#N)c1)N(C)CCOc1ccccc1 (centres undefined)	5%	-16%	-2	53%	8%	0%	-7%	-15%	?
29	c1ccc(-c2csc3ncn4cnnc4c23)cc1	27%	28%	-12	1%	2%	-5%	-2%	1%	-24%
30	CC(=O)N1c2ccc(S(=O)(=O)NCCc3ccccc3)cc2CC1C (centres undefined)	-8%	35%	-1	17%	-7%	-12%	-20%	-3%	1%
31	NC(=O)C1CCN(c2oc(-c3ccccc3)nc2S(=O)(=O)c2ccc(Br)cc2)CC1	19%	-22%	0	13%	2%	-8%	0%	-7%	-45%
32	CCNC(=O)NC(=O)C(C)OC(=O)CCS(=O)(=O)c1ccc(C)cc1 (centres undefined)	25%	45%[activator]	-2	13%	6%	-15%	0%	10%	4%
33	O=C(CCSCc1ccccc1Cl)N1CCN(c2ccc(F)cc2)CC1	4%	14%	-4	·	12%	-9%[60.1 µM]	-2%	-19%	?
34	Cc1ccc2nc(C(=O)N3CCc4c([nH]c5ccccc45)C3c3ccccn3)cn2c1 (centres undefined)	1%	3%	1	39%[activator]	-6%	-7%	4%	-15%	-7%
35	Cc1cccc(C(=O)N/C(=C\c2ccco2)C(=O)N2CCCC2)c1	-10%	29%	3	-3%	6%	3%	-2%	-15%	?
36	CCOC(=O)N1CCC(NC(=O)c2cccnc2SC)CC1	-9%	7%	0	2%	1%	0%	36%[activator]	-14%	50%
37	COc1ccc(C2c3[nH]c4ccccc4c3CCN2C(=O)CCC2CCCC2)cc1 (centres undefined)	0%	-1%	-2	·	-14%	-5%[60.1 µM]	38%[activator]	-3%	-26%
38	CCOc1ccc(N(C(=O)c2ccc(OC)cc2)S(=O)(=O)c2ccc3c(c2)n(C)c(=O)n3C)cc1	-6%	?	1	·	0%	-15%	?	·	-13%

10 compounds from above, arranged by SMILES length, ascending:
nr	smiles	RGS4 inh	Pol beta inh	LDHA inh	APEX1 inh	ERG Ets-DNA blk	Pol kappa inh	Apoferritin bind	Pol eta inh	12-LOX inh
29	c1ccc(-c2csc3ncn4cnnc4c23)cc1	27%	28%	-12	1%	2%	-5%	-2%	1%	-24%
22	COc1cc(/C=C2\SC(N)=NC2=O)cc(Br)c1O	-18%	?	1	40%	88%[activator]	-40%	-2%	0%	-16%
26	Cc1ccc(-c2csc(C(C#N)=C3CCCC3)n2)cc1	46%	8%	-4	8%	0%	-9%	-7%	-5%	379%[activator]
21	COc1ccc(CNC(=O)C2CC=CCC2C(=O)O)cc1OC (centres undefined)	17%	-1%	-2	-8%	-7%	-8%	8%	-15%	0%
28	CC(C(=O)Nc1cccc(C#N)c1)N(C)CCOc1ccccc1 (centres undefined)	5%	-16%	-2	53%	8%	0%	-7%	-15%	?
24	COc1cc2c(c3oc(=O)cc(CC(=O)O)c13)CCC(C)(C)O2	18%	?	-1	-20%	-1%	-11%	-5%	-14%	?
32	CCNC(=O)NC(=O)C(C)OC(=O)CCS(=O)(=O)c1ccc(C)cc1 (centres undefined)	25%	45%[activator]	-2	13%	6%	-15%	0%	10%	4%
34	Cc1ccc2nc(C(=O)N3CCc4c([nH]c5ccccc45)C3c3ccccn3)cn2c1 (centres undefined)	1%	3%	1	39%[activator]	-6%	-7%	4%	-15%	-7%
31	NC(=O)C1CCN(c2oc(-c3ccccc3)nc2S(=O)(=O)c2ccc(Br)cc2)CC1	19%	-22%	0	13%	2%	-8%	0%	-7%	-45%
38	CCOc1ccc(N(C(=O)c2ccc(OC)cc2)S(=O)(=O)c2ccc3c(c2)n(C)c(=O)n3C)cc1	-6%	?	1	·	0%	-15%	?	·	-13%
